Compound activity (PubChem)
Apoferritin bind: candidate novel general anesthetic via apoferritin binding | P02791 | apoferritin/1-aminoanthracene competitive binding, fluorescence | Potency, µM (highest dose often 77.5 µM), for inactives: top-dose activity change, negative = displacement, actives largely listed as inhibitors | 0.074% of 350,000 active | AID 485281; also: potency is read from the fitted curve at half-maximal effect; % is scaled to controls: 0 for no effect and ±100 for the full control effect; nearly all actives have a fitted effect of over 20% in size
Target sequence (P02791 2-175 limits assumed): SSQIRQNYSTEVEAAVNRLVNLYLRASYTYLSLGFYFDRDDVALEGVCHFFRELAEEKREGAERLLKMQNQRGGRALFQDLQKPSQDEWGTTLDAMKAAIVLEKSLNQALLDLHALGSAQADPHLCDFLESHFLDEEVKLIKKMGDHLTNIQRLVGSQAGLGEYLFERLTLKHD
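Read-out: endpoint 1-AMA fluorescence, excitation 380 nm and emission 535 nm, after compounds sit 10 min at room temperature with 10 uM horse-spleen apoferritin in 50% saturated 1-AMA/PBS. Values come from four-parameter Hill fits.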
Pol beta inh: blocks human DNA polymerase beta activity. P06746. Pol beta primer extension/strand displacement, fluorescence kinetic. Potency, µM (titrated, usually from 114 µM), for inactives: top-dose activity change, negative = inhibition, most hits filed as inhibitors. 1.3% of 340,000 active; also: potency is read from the fitted curve at half-maximal effect; % is scaled to controls: 0 for no effect and ±100 for the full control effect
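Pol beta (10 nM) and compounds were preincubated 15 min at room temperature, then 50 nM substrate (final) started primer extension/strand displacement. Reads were taken at 0 and 10 min; concentration-response data were fitted to a four-parameter Hill equation.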
APEX1 inh: inhibitors of human APE1 endonuclease | P27695 | recombinant APE1, TAMRA/BHQ-2 abasic DNA cleavage fluorescence | Potency, µM (highest dose often 65.8 µM), without a hit: at the highest dose activity change, negative = inhibition, usual class: inhibitors | 0.35% of 350,000 active | AID 2517;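 also: potency is read from the fitted curve at half-maximal effect; plate controls were vehicle for no effect and reference inhibitor for full effect; nearly all actives have a fitted effect of over 55% in size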
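Kinetic fluorescence read (525 ex/598 em nm, three reads 60 s apart) of AP-site incision; signal = third minus first read. Enzyme 0.75 nM, dual-labelled THF duplex 50 nM, compound preincubation 15 min RT.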
POLK inh: DNA polymerase kappa (human) inhibition; 0.53% of 400,000 active; Potency, µM (highest dose often 107 µM), for inactives: at the top dose activity, negative = inhibition, usual class: inhibitors; purified Pol kappa, fluorescent DNA synthesis assay, 10 min; also: potency is read from the fitted curve at half-maximal effect; % is scaled to controls: 0 for no effect and ±100 for the full control effect
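10 nM Pol kappa was preincubated with compounds for 15 min at room temperature. Reaction started with 50 nM (final) substrate. Fluorescence read kinetically at 0 and 10 min.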
BLM inh: blocks DNA unwinding by human BLM helicase. P54132. 0.2% of 350,000 active. recombinant BLM DNA unwinding, fluorescence dequenching. Potency, µM (doses to about 56.1 µM), inactives show top-dose activity change, negative = inhibition, most hits filed as inhibitors;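 also: potency is read from the fitted curve at half-maximal effect; plate controls were vehicle for no effect and no enzyme for full effect; nearly all actives have a fitted effect of over 35% in size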
Pol iota inh: blocks human DNA polymerase iota activity | 1% of 390,000 active | AID 588590 | Pol iota fluorescent replication assay, 10 min | Potency, µM (series often up to 115 µM), inactives show at the top dose activity, negative = inhibition, most hits filed as inhibitors; also: potency is read from the fitted curve at half-maximal effect
Target sequence (Q9UNA4 whole entry, looked up): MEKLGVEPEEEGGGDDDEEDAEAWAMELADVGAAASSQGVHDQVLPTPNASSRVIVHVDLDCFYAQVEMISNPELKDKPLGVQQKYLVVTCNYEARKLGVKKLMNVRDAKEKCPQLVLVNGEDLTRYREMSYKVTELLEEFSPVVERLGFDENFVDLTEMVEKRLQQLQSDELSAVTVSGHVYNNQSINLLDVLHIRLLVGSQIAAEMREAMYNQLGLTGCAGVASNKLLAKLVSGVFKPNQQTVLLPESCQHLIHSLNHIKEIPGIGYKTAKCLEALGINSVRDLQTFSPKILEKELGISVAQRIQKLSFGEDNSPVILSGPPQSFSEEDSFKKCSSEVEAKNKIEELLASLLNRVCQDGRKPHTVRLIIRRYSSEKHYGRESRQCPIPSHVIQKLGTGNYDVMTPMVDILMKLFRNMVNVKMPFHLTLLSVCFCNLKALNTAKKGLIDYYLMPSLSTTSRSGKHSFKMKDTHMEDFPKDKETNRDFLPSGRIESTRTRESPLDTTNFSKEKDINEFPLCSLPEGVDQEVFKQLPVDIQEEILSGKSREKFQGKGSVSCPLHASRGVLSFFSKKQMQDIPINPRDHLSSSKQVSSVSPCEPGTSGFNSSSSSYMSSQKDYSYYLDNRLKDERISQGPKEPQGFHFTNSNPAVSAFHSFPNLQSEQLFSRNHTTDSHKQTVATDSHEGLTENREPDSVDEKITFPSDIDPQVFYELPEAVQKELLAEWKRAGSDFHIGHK
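Pol iota at 10 nM preincubated 15 min with compounds at room temperature; reaction started with fluorescent substrate, 50 nM final. Fluorescence read kinetically at 0 and 10 min; buffer-only wells as negative control.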
ERG Ets-DNA blk: blocks human ERG Ets domain binding to DNA; fluorescence polarization, His-ERG Ets domain / labelled DNA; Potency, µM (top dose mostly 76.9 µM), without a hit: at the top dose FP activity, negative = inhibition, hits mostly inhibitors; P11308; 0.028% of 370,000 active; active = well fitted inhibition curve with a large enough effect in the polarisation, with a control signal flat; inconclusive = small, poorly fitted or top-dose-only effect, or effect the other way, or a change in a side signal; inactive = no such curve, though single readings can be large or run the other way; the % refers to the polarisation;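 also: polarization taken with two DNA probes labelled with fluorescein and Texas red; potency is read from the fitted curve at half-maximal effect; % of control where 0% means no effect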
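His-tagged ERG Ets domain (1 uM in the protein solution; 300mM KCl, 50mM Tris-HCl, 1mM EDTA, 1mM DTT, pH 7.5) received compound, then a probe mix of 5 nM fluorescein-DNA and 100nM Texas-615-DNA. Fluorescence polarization was read for both dyes.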
TRHR agonist: activates the human TRH receptor; TRHR cells, calcium flux fluo-8, FDSS agonist mode; activation, % at 2 µM; 0.18% of 360,000 active; in the data active = activation above about 30%; also: 0% is about no effect
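Agonist-mode FDSS calcium read (Ex 480/Em 530, 1 s cycles) in 1536-well TRHR cells with fluo-8 dye, after 10-cycle baseline and 23 nL compound addition; TRH at EC20 (10 nM final) added afterwards for the enhancer phase.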
ALOX12 inh: blocks human arachidonate 12S-lipoxygenase; purified 12hLO, xylenol orange hydroperoxide absorbance; Potency, µM (series often up to 108 µM), for inactives: top-dose activity change, negative = inhibition, most hits filed as inhibitors; 1.1% of 580,000 active; AID 1671190; also: potency is read from the fitted curve at half-maximal effect; % is scaled to controls: 0 for no effect and ±100 for the full control effect
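Hydroperoxide product was detected by ferrous iron/xylenol orange as the 573 to 405 nm absorbance ratio. Arachidonic acid at 40 uM (final) was turned over for 30 min at room temperature by 150 nM human 12hLO, pH 7.0 Hepes buffer, after 15 min compound preincubation.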
* hit, by the source's call; & = joins results of further samples; [ ] = remark or other dose. Unless noted, calls follow the shape of the dose curve; as a rule, active = well fitted curve in the direction sought with a large enough effect; inconclusive = small, poorly fitted or top-dose-only effect, or another doubt; inactive = no such curve, though single readings can be large; an effect the other way counts as inactive or inconclusive. These rows are one share of the data, so the mix of outcomes need not match the whole.

Screening CNc1nc(N)c([N+](=O)[O-])c(NCCO)n1 returned Apoferritin bind 3%, Pol beta inh -2%, APEX1 inh 4%, POLK inh -13%, BLM inh 2%, Pol iota inh 191%[activator], ERG Ets-DNA blk -1%, TRHR agonist -0.1 and ALOX12 inh -6%.
For CCOC(=O)c1ccc(NC(=O)COc2ccccc2CNCCc2ccccc2)cc1 the results were Apoferritin bind -23%, Pol beta inh 8%, APEX1 inh 5%, POLK inh 1%, BLM inh 10%, Pol iota inh -6%, ERG Ets-DNA blk 2%, TRHR agonist 3.1 and ALOX12 inh inconclusive.
`CCOC(=O)c1cnc(NCc2ccccc2OC)c2ccccc12` gave Apoferritin bind 215%[activator], Pol beta inh 6%, POLK inh -11%[60.1 µM], BLM inh -9%, Pol iota inh -2%, ERG Ets-DNA blk 1%, TRHR agonist 0.1 and ALOX12 inh -8%.
`COc1ccc(-c2ccc(-c3nnn(CC(=O)N4CCOCC4)n3)cc2)cc1` gave Apoferritin bind -9%, Pol beta inh -2%, APEX1 inh -1%, POLK inh -1%, BLM inh 0%, Pol iota inh -1%, ERG Ets-DNA blk 8%, TRHR agonist 0.2 and ALOX12 inh -21%.
O=S(=O)(c1ccccc1)c1nc(-c2cccs2)oc1N1CCCCC1 was read as Apoferritin bind -1%, Pol beta inh 0%, POLK inh -16%, BLM inh -7%, Pol iota inh -11%, ERG Ets-DNA blk 1%, TRHR agonist -0.2 and ALOX12 inh -26%.
`COc1cc(NC(=O)CCc2c(C)n(C)c3cc(-c4ccccc4C)nn3c2=O)cc(OC)c1OC` gave Apoferritin bind -6%, Pol beta inh 2%, POLK inh -1%[60.1 µM], BLM inh 0%, Pol iota inh 26%, ERG Ets-DNA blk -3%, TRHR agonist -0.3 and ALOX12 inh -3%.
CCOc1ccc(-n2nc3ccc(NC(=O)c4ccc(-c5cccc(Cl)c5)o4)cc3n2)cc1 was read as Apoferritin bind 44%[activator], Pol beta inh inconclusive, POLK inh -9%, BLM inh -24%, Pol iota inh 84%[activator], ERG Ets-DNA blk 1%, TRHR agonist -0.2 and ALOX12 inh inconclusive.
CCCn1nnnc1NCc1cccc(OC)c1OCC was read as Apoferritin bind -5%, Pol beta inh 38%, APEX1 inh 2%, POLK inh 10%, BLM inh -2%, Pol iota inh 4%, ERG Ets-DNA blk 9%, TRHR agonist 0.0 and ALOX12 inh 19%.
`O=C(Nc1cccc(-c2cn3ccccc3n2)c1)c1cnccn1` gave Apoferritin bind 3%, Pol beta inh 10%, APEX1 inh 17%, POLK inh -9%, BLM inh 7%, Pol iota inh 10%, ERG Ets-DNA blk 1%, TRHR agonist 0.5 and ALOX12 inh 38%[activator].
Screening O=C(O)/C=C/C(=O)N1N=C(c2ccco2)CC1c1ccco1 (stereo not drawn) returned Apoferritin bind 3%, Pol beta inh 60%, APEX1 inh -11%, POLK inh -7%, BLM inh -3%, Pol iota inh 69%[activator], ERG Ets-DNA blk -6%, TRHR agonist 0.3 and ALOX12 inh -7%.
Screening Cc1cccc2sc(N(CCCN(C)C)C(=O)c3ccc(S(=O)(=O)N4CCc5ccccc5C4)cc3)nc12 returned Apoferritin bind -18%, Pol beta inh 0%, APEX1 inh 3%, POLK inh -24%, BLM inh -4%, Pol iota inh 16%, ERG Ets-DNA blk 6%, TRHR agonist 0.7 and ALOX12 inh inactive.
NC(=O)OCC(O)COc1ccc(Cl)cc1 (stereo not drawn) was read as APEX1 inh 22%, POLK inh -5%, Pol iota inh 41%[activator], ERG Ets-DNA blk -14%, TRHR agonist -0.3 and ALOX12 inh -4%.
For CCn1ccnc1CN1CCCC(CO)(Cc2cccc(OC)c2)C1 (stereo not drawn) the results were Apoferritin bind -6%, Pol beta inh 3%, APEX1 inh 6%, POLK inh -3%, BLM inh -2%, Pol iota inh 106%[activator], ERG Ets-DNA blk -5%, TRHR agonist -0.4 and ALOX12 inh 4%.
`COc1ccc(-c2n[nH]c(=S)n2-c2ccccc2C)cc1OC` gave Apoferritin bind -4%, Pol beta inh 2%, APEX1 inh 16%, POLK inh 7%, BLM inh -8%, Pol iota inh 6%, ERG Ets-DNA blk 7%, TRHR agonist 0.0 and ALOX12 inh inconclusive.
COc1ccc(N2CCN(C(=O)c3ccc(CNS(=O)(=O)c4ccc(C)cc4)cc3)CC2)cc1 was read as Apoferritin bind -17%, Pol beta inh 15%, APEX1 inh 71%[activator], POLK inh -7%, BLM inh -7%, Pol iota inh 36%[activator], ERG Ets-DNA blk 1%, TRHR agonist -1.3 and ALOX12 inh -15%.
CCOc1ccc(C(=O)c2cn(CC(=O)Nc3cc(OC)ccc3OC)c3cc(OC)c(OC)cc3c2=O)cc1 was read as Apoferritin bind -22%, Pol beta inh inconclusive, POLK inh -3%, BLM inh -1%, Pol iota inh inconclusive, ERG Ets-DNA blk 2%, TRHR agonist 0.7 and ALOX12 inh -6%.
`Cc1ccc(C)c(OCCC(=O)OCC(=O)Nc2cccnc2Cl)c1` gave POLK inh -8%, Pol iota inh -2%, ERG Ets-DNA blk 1% and ALOX12 inh 33%[activator].
Screening COc1ccc(NC(=O)c2ccc(OCC3CCCO3)cc2)cc1OC (stereo not drawn) returned APEX1 inh 24%, POLK inh 5%, Pol iota inh 20%, ERG Ets-DNA blk 0%, TRHR agonist 0.6 and ALOX12 inh 20%.
`C[C@@H]1CCC(=O)N(CC[C@H](Oc2ccccc2)c2ccccc2)CC1` gave Apoferritin bind -11%, Pol beta inh 9%, APEX1 inh 17%, POLK inh 1%&7%, BLM inh -5%, Pol iota inh -15%&12%, ERG Ets-DNA blk -4%, TRHR agonist -1.0 and ALOX12 inh -4%.
Screening Cn1c(=O)oc2cc(S(=O)(=O)NCCc3ccccc3)ccc21 returned Apoferritin bind inconclusive, Pol beta inh 2%, APEX1 inh 1%, POLK inh -13%, BLM inh -3%, Pol iota inh 1%, ERG Ets-DNA blk 6%, TRHR agonist -1.1 and ALOX12 inh 5%.
`O=C(Nn1cnc2ccccc2c1=O)c1ccccc1` gave Apoferritin bind -1%, Pol beta inh 0%, APEX1 inh -1%, POLK inh 4%, BLM inh 2%, Pol iota inh 10%, ERG Ets-DNA blk 9%, TRHR agonist 0.1 and ALOX12 inh 0%.
`COc1cccc(CC2(CO)CCCN(Cc3ccc(OC(F)F)cc3)C2)c1` (stereo not drawn) gave POLK inh -13%, Pol iota inh 18%, ERG Ets-DNA blk 7% and ALOX12 inh inconclusive.
For O=C(C[n+]1ccccc1)N/N=C/c1ccccc1Cl the results were APEX1 inh -14%, POLK inh 2%, Pol iota inh 14%, ERG Ets-DNA blk -17%, TRHR agonist 1.0 and ALOX12 inh 8%.
`CCn1c(SCC(=O)Nc2nnc(C)s2)nnc1C(C)NC(=O)c1ccccc1` (stereo not drawn) gave Apoferritin bind 4%, Pol beta inh 4%, APEX1 inh 77%[activator][12.4 µM], POLK inh 3%, BLM inh 0%, Pol iota inh 12%, ERG Ets-DNA blk -12%, TRHR agonist 1.5 and ALOX12 inh -9%.
`COc1ccc(-c2nnc(NC(=O)c3ccc(S(=O)(=O)N4CCCc5ccccc54)cc3)o2)cc1` gave Apoferritin bind -10%, Pol beta inh 14%, APEX1 inh -1%, POLK inh -12%, BLM inh -11%, Pol iota inh -4%, ERG Ets-DNA blk 1% and TRHR agonist -1.3.
`O=C(Nc1ccc(NC(=O)C2CC2)nc1)c1cccnc1` gave Apoferritin bind -6%, Pol beta inh 21%, APEX1 inh 12%, POLK inh -1%, BLM inh -2%, Pol iota inh 21%, ERG Ets-DNA blk -1%, TRHR agonist 0.7 and ALOX12 inh -23%.
For CSCc1cc(N2CCCC2)nc(-c2ccccc2)n1 the results were Apoferritin bind -5%, Pol beta inh 35%, APEX1 inh -3%, POLK inh -2%, BLM inh -5%, Pol iota inh 70%[activator], ERG Ets-DNA blk 5%, TRHR agonist -0.2 and ALOX12 inh -9%.
For CC(=O)Nc1ccc(OCC(O)CNC2CCCC2)cc1 (stereo not drawn) the results were Apoferritin bind -16%, Pol beta inh 27%, APEX1 inh 2%, POLK inh -36%, BLM inh 9%, Pol iota inh 19%, ERG Ets-DNA blk 1%, TRHR agonist -1.4 and ALOX12 inh -10%.
Screening O=C(Nc1ccc(-c2ccccc2)cc1)c1ccccc1 returned Apoferritin bind -13%, Pol beta inh 1%, APEX1 inh 18%, POLK inh 3%, BLM inh -6%, Pol iota inh 9%, ERG Ets-DNA blk -2%, TRHR agonist -0.7 and ALOX12 inh -24%.
`COC(=O)CSc1nc2c(cnn2-c2ccc(F)cc2)c(=O)[nH]1` gave Apoferritin bind 4%&1%, Pol beta inh 2%&30%, APEX1 inh 9%, POLK inh -22%, BLM inh 2%&4%, Pol iota inh 69%&-20%[activator], ERG Ets-DNA blk -10%&-4%, TRHR agonist -0.2&0.0 and ALOX12 inh 7%&-1%.
COc1ccc(NC2CCCN(C(=O)CSc3ccccc3)C2)cc1 (stereo not drawn) was read as Apoferritin bind inconclusive, Pol beta inh 34%, APEX1 inh 25%, POLK inh 5%, BLM inh 1%, Pol iota inh 35%[activator], ERG Ets-DNA blk -8%, TRHR agonist 0.4 and ALOX12 inh -14%.
COc1ccccc1N1CCN(C(=O)c2cc(N3C(=O)C4C5CCC(C5)C4C3=O)ccc2Cl)CC1 (stereo not drawn) was read as Apoferritin bind -6%, Pol beta inh inconclusive, APEX1 inh 1%, POLK inh -3%, BLM inh 1%, Pol iota inh 28%, TRHR agonist -0.3 and ALOX12 inh -15%.
